Bioassay records (PubChem BioAssay)
SENP7 inh: inhibitors of human SENP7 protease. Q9BQF6. recombinant SENP7, Z-RLRGG-aminoluciferin luminescence, 40 min. inhibition, % at 5 µM. 330,000 tested, 1.5% active;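 active = inhibition above about 50% at the single test dose, limit read from the data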;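 note: plate controls were DMSO with enzyme for no effect and no enzyme buffer wells for full effect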
UBC13 inh: inhibitors of human UBC13 polyubiquitin chain formation; P61088; 330,000 tested, 0.47% active; inhibition, % at 20 µM; TR-FRET; in the data active = inhibition above about 45%, passing the limit was not always enough
HKDC1 inhibitor: inhibitors of human hexokinase HKDC1; recombinant HKDC1, G6PDH/diaphorase resazurin coupled fluorescence; inhibition, % at 20 µM; 340,000 tested, 0.16% active;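 active = inhibition above about 35% when tested at 20 µM, limit read from the data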;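 note: plate controls were DMSO wells with enzyme for no effect and DMSO wells lacking enzyme for full effect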
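Assay system: in-house recombinant HK5 (HKDC1) enzyme. Input: HKDC1 at 5 µg/mL. Medium: Tris pH 8.0 buffer with MgCl2, Tween-20, BSA, BME. Dosing: single 20 µM dose. Schedule: 90 min reaction incubation at room temperature, dark. Signal: resazurin-to-resorufin fluorescence via G6PDH and diaphorase coupling, 525/613 nm. Controls: DMSO-enzyme wells negative, buffer-substituted wells positive.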
SENP8 inh: SENP8 protease inhibition; Q96LD8; purified SENP8, Z-RLRGG-aminoluciferin cleavage, luminescence; inhibition, % at 10 µM; 330,000 tested, 1.2% active
Apaf-1 inh: human Apaf-1 inhibition | O14727 | inhibition, % at 20 µM | 330,000 tested, 0.71% active | AID 489030 | reconstituted apoptosome caspase-3 activity, DEVD-Rh110 fluorescence; active = inhibition of at least 40% at 20 µM;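 note: plate controls were DMSO wells for no effect and DEVD-CHO caspase inhibitor wells for full effect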
Target sequence (O14727 whole entry, looked up): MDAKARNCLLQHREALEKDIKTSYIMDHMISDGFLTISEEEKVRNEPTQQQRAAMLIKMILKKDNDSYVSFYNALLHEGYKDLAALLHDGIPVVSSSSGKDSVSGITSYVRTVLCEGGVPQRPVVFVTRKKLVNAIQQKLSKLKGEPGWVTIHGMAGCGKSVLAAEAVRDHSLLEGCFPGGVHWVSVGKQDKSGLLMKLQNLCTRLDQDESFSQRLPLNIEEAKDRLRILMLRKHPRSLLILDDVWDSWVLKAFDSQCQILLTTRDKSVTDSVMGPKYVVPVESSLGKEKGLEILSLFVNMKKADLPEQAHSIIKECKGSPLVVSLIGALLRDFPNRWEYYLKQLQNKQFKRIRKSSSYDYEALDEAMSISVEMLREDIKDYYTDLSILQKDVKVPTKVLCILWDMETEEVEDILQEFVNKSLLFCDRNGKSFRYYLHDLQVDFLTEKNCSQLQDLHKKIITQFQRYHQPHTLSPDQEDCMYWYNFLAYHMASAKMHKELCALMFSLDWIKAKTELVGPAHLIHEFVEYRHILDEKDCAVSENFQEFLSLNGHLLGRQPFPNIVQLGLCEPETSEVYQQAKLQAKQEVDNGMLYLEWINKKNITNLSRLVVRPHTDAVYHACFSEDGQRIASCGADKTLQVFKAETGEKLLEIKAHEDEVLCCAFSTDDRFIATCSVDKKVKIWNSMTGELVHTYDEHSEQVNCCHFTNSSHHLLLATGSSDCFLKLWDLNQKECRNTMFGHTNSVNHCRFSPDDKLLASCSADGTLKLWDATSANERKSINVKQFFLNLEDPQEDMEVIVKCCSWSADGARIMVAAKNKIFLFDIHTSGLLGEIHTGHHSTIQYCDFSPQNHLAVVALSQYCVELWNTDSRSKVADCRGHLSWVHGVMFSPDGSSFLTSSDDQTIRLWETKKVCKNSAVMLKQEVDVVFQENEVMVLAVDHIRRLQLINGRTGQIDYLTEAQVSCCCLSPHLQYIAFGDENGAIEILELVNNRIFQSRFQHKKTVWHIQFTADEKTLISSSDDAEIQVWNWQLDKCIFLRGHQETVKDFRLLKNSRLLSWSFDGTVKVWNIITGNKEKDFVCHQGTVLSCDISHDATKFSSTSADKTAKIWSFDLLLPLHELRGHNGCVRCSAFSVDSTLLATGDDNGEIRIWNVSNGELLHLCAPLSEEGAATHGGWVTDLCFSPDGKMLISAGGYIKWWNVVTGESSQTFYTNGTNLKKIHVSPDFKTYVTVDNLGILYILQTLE
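Material: reconstituted apoptosome with Apaf-1, cytochrome c, caspase-9, procaspase-3, dATP. Technique: Rh110 fluorescence intensity. Buffer or medium: pH 7.5 Hepes buffer with CHAPS, BSA, DTT. Times: 30 min plus 50 min, RT.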
Jurkat NFkB inh: lowers PMA/ionomycin-induced NF-kB signal in Jurkat cells; PMA/ionomycin-induced NF-kB luciferase reporter, luminescence; inhibition, % at 4 µM; 330,000 tested, 0.53% active; AID 435003
Gli-Sufu block: blocks Gli-Sufu signaling in a luciferase reporter. Sufu-KO-LIGHT fibroblasts, Gli luciferase reporter luminescence. inhibition, % at 5 µM. 340,000 tested, 0.74% active;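 active = inhibition above about 55%, limit read from the data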;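 note: 0% = DMSO-treated cells and 100% = wells with medium but no cells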
697 NFkB inh: lowers PMA/ionomycin-induced NF-kB signal in 697 B cells; inhibition, % at 4 µM; 330,000 tested, 0.33% active; 697 B-cell NF-kB luciferase reporter, 16 h; in the data active = inhibition above about 35%
* marks the source's active call; other numbers are inactive results; i = inactive; · = no result given. Cut-off read from the data, not from the text of the source, unless noted: active = inhibition above about 50%; inactive = the rest.

Key to letters – A = SENP7 inh; B = UBC13 inh; C = HKDC1 inhibitor; D = SENP8 inh; E = Apaf-1 inh; F = Jurkat NFkB inh; G = Gli-Sufu block; H = 697 NFkB inh
C=CCCC(=O)N1CCC(n2nccc2NC(=O)c2ccc(OC)cc2)CC1
  A: -2; B: -1; C: -6; D: 0; E: -3; F: -20; G: -10; H: -22

Cn1c(SCC(=O)N2CCCC2)nnc1-c1ccc2c(c1)OCO2
  A: 11; B: 4; C: -4; D: 5; E: 6; F: 12; G: -12; H: -9

Cc1cc2c(c(=O)n1Cc1ccccn1)C(C(C)C)C(C#N)=C(N)O2 (configuration not stated)
  A: -6; B: -5; C: 2; D: -4; E: 3; F: -18; G: 6; H: -3

O=C(CC1C(=O)NCCN1C(=O)Nc1ccccc1)Nc1cccc(C(F)(F)F)c1 (configuration not stated)
  A: 5; B: 12; C: 0; D: 6; E: 5; F: -5; G: -17; H: 13

CN(C(=O)COC(=O)C1=COCCO1)C1(C#N)CCCCC1
  A: -5; B: -2; C: -3; D: -1; E: -6; F: -4; G: -12; H: 9

COc1ccc(CNC(=O)CN(c2ccc(OC)c(Cl)c2)S(=O)(=O)c2ccc(C)cc2)cc1
  A: 3; B: 2; C: 6; D: 3; E: 22; F: 4; G: -12; H: -2

COc1cccc(NC(=O)CSc2nnc(CNC(=O)c3ccco3)n2C)c1
  A: 10; B: -2; C: -2; D: -7; E: -6; F: 6; G: 1; H: -1

O=C(O)c1ccc2c(=O)[nH]c(CCl)nc2c1
  A: 9; B: 4; C: -4; D: 4; E: -15; F: 0; G: -1; H: 3

COc1ccc(N2C(=O)CCC2(C(N)=O)c2ccccc2)cc1 (configuration not stated)
  A: -10; B: -6; C: ·; D: -4; E: 4; F: -10; G: ·; H: -6

COc1ccc(/C=N/NC(=O)c2[nH]c3ccc(Br)cc3c2-c2ccccc2)cc1
  A: -3; B: -4; C: 9; D: -2; E: -4; F: 84*; G: 39; H: -154

CC(C)N(C1=N/C(=C\c2ccco2)C(=O)N1c1ccccc1)C(C)C
  A: 6; B: -14; C: -2; D: 0; E: 22; F: 8; G: -5; H: 22

CS(=O)(=O)N1CCN=C1SCc1ccc([N+](=O)[O-])cc1
  A: -6; B: -4; C: 4; D: -2; E: 0; F: -11; G: 1; H: -22

COc1cc(C(=O)N/C(=C\c2cn(S(=O)(=O)N(C)C)c3ccccc23)C(=O)N2CCCC2)cc(OC)c1OC
  A: -4; B: 6; C: 2; D: -5; E: 15; F: 5; G: 38; H: -3

COC(=O)N/N=C(\C)c1ccc2ccccc2c1OC(F)F
  A: -3; B: 7; C: 8; D: -5; E: -14; F: 1; G: 4; H: -8

O=[N+]([O-])c1ccc2nc(CCCO)[nH]c2c1
  A: 5; B: -3; C: -12; D: 4; E: -3; F: 21; G: -2; H: 22

Cc1nc(C)c(C(=O)OC(C)C(=O)Nc2ccc(F)cc2)s1 (configuration not stated)
  A: 0; B: 3; C: -6; D: -3; E: -1; F: -3; G: 4; H: 9

Cc1ccc(C(=O)c2ccccc2C(=O)OCC(=O)Nc2ccc(SC(F)F)cc2)cc1
  A: 7; B: 7; C: -1; D: -6; E: 19; F: 5; G: -1; H: -14

Cc1cccc(CN(CC(=O)N/N=C/c2cccs2)S(=O)(=O)c2ccc(Cl)cc2)c1
  A: -3; B: -3; C: 0; D: 0; E: 11; F: 14; G: -4; H: 13

CC1CCCN(C(C(=O)Nc2ccc(C(C)C)cc2)c2ccc3c(c2)OCO3)C1 (configuration not stated)
  A: 1; B: 9; C: -2; D: -3; E: 24; F: 26; G: -1; H: 12

c1ccc(Nc2ccc(-n3ccnc3)nn2)cc1
  A: -6; B: 17; C: -6; D: -5; E: -20; F: 3; G: -6; H: 14

N#CCOC(=O)/C=C/c1ccc2c(c1)OCO2
  A: 10; B: -7; C: -3; D: -9; E: 6; F: 8; G: 0; H: 20

CCOc1ccc(N2C(=O)CC(N(CCc3ccccc3)C(=O)/C=C/C(=O)O)C2=O)cc1 (configuration not stated)
  A: -3; B: -1; C: 0; D: 0; E: 0; F: -7; G: -6; H: 5

CCCCCCC1CC(CC(=O)Nc2ccc([N+](=O)[O-])cc2)C(=O)O1 (configuration not stated)
  A: 1; B: 3; C: -3; D: -3; E: 3; F: -15; G: 2; H: 10

CCN(CC(=O)NC1CCS(=O)(=O)C1)c1nc(-c2cccnc2)nc2ccccc12 (configuration not stated)
  A: -4; B: -4; C: -1; D: -1; E: 6; F: -18; G: 5; H: -25

COc1ccc(NC(=O)CN(C)C(=O)c2cccc(S(=O)(=O)Nc3ccc(F)cc3)c2)cc1
  A: -3; B: -18; C: -3; D: -14; E: -4; F: -4; G: 8; H: -3

COc1ccc(OC)c(C(=O)c2ccc(C(=O)Nc3cccc4ccccc34)cc2)c1
  A: -10; B: -9; C: -2; D: -14; E: 5; F: 14; G: -1; H: -14

O=C(O)C1C2C=CC(C2)C1C(=O)N1CCN(CCO)CC1 (configuration not stated)
  A: 6; B: 9; C: -2; D: 3; E: 5; F: -7; G: 15; H: 3

Cn1nnnc1SCC(=O)Nc1cccc(S(=O)(=O)N2CCCC2)c1
  A: 4; B: 1; C: -5; D: -3; E: -22; F: -1; G: 4; H: 6

Cc1nnc(NC(=O)C2C3C=CC(O3)C2C(=O)O)s1 (configuration not stated)
  A: 1; B: 9; C: ·; D: 2; E: 2; F: 0; G: ·; H: 7

COc1cccc(NC(=O)Cn2nnc(C(=O)NCc3cccs3)c2N)c1
  A: 1; B: 2; C: 3; D: 1; E: -1; F: 5; G: -16; H: 6

(more compounds)
Values in the order: SENP7 inh | UBC13 inh | HKDC1 inhibitor | SENP8 inh | Apaf-1 inh | Jurkat NFkB inh | Gli-Sufu block | 697 NFkB inh
Cc1cccc(NC(=O)c2ccccc2O)c1C
    0 | 8 | -5 | -2 | -9 | -10 | -18 | 14
CC(C)(C)c1nc(SCC(=O)Nc2nc3c(s2)CCCC3)c2ccccc2n1
    -9 | -11 | 5 | -8 | 14 | -31 | 20 | i
COc1cc(OC)cc(-c2cc(NC(C)=O)n[nH]2)c1
    7 | 2 | -2 | 0 | 3 | 14 | -17 | 3
CCCCn1c(=O)[nH]c(=O)c2c1nc(CN1C(=O)c3ccccc3S1(=O)=O)n2CCC
    -3 | -4 | -1 | 7 | -1 | 20 | -5 | -11
O=C(/C=C/c1ccco1)NCCCN1CCN(CCCNC(=O)/C=C/c2ccco2)CC1
    1 | -10 | 3 | -3 | 18 | -9 | 8 | 13
O=C(O)CSc1nnc(-c2ccccc2)o1
    4 | 3 | -2 | -2 | -3 | 26 | 3 | 18
O=C1CCC/C=C/C[C@H](CC(=O)N(CCO)Cc2ccccc2)C(=O)N[C@@H](Cc2ccccc2)CO1
    -4 | -2 | -8 | 1 | 7 | -2 | 26 | 0
Cc1ccc(NC(=O)c2c(NC(=O)CCC(=O)O)sc3c2CCCCC3)cc1
    1 | -5 | -15 | 1 | 3 | -18 | 3 | -26
O=C(COC(=O)COc1ccc(Nc2ccccc2)cc1)NCc1ccco1
    9 | -14 | -7 | 2 | 16 | -22 | 3 | -27
CCN1CCN(c2ccc(S(=O)(=O)N3CCOCC3)cc2NC(=O)c2ccc(C)c(C)c2)CC1
    6 | 3 | 0 | 2 | 4 | 14 | 7 | -2
O=c1c2ccccc2nc(SCc2cc(F)ccc2F)n1C1CCCC1
    1 | -6 | -2 | 3 | 0 | 1 | 7 | -1
CC1(C)Cc2cccc(OCC(=O)NCCc3ccc(S(N)(=O)=O)cc3)c2O1
    -6 | -1 | 2 | 5 | -8 | 5 | -1 | 8
CCOc1ccccc1C(=O)Nc1nncs1
    6 | -1 | -8 | 6 | 0 | -2 | -4 | -2
COc1ccc(N/C(C)=C2/C(=O)C(=O)N(CCO)C2c2ccc(Br)cc2)cc1 (configuration not stated)
    2 | 0 | 0 | 1 | 19 | -4 | 9 | 25
CCOc1ccc(S(=O)(=O)NCCCn2ccnc2)cc1
    -4 | 5 | -3 | 0 | -4 | 4 | 2 | 2
O=C(Nc1ccc(N2CCOCC2)cc1)c1cc2c(s1)CCCCC2
    11 | -14 | -2 | -1 | -1 | -15 | 2 | -28
Cc1ccc(NC(=O)Nc2ccc3c(c2)OCO3)cc1F
    42 | 0 | 2 | -15 | 7 | -174 | -114 | -104
Cc1ccnc(NS(=O)(=O)c2ccc(C(C)(C)C)cc2)c1
    7 | 3 | · | 1 | 11 | -4 | · | 5
Cc1ccccc1Nc1nc(N)nc(CSc2ccccc2)n1
    -17 | -10 | 0 | -20 | -4 | -153 | -80 | -214
O=C(C(Cc1ccccc1)n1cccc1)N1CCCCC1 (configuration not stated)
    -7 | 6 | -3 | -17 | 22 | 2 | -5 | -14

Continued, overlapping the part above by 5 compounds.
Values in the order: SENP7 inh | UBC13 inh | HKDC1 inhibitor | SENP8 inh | Apaf-1 inh | Jurkat NFkB inh | Gli-Sufu block | 697 NFkB inh
O=C(Nc1ccc(N2CCOCC2)cc1)c1cc2c(s1)CCCCC2
    11 | -14 | -2 | -1 | -1 | -15 | 2 | -28
Cc1ccc(NC(=O)Nc2ccc3c(c2)OCO3)cc1F
    42 | 0 | 2 | -15 | 7 | -174 | -114 | -104
Cc1ccnc(NS(=O)(=O)c2ccc(C(C)(C)C)cc2)c1
    7 | 3 | · | 1 | 11 | -4 | · | 5
Cc1ccccc1Nc1nc(N)nc(CSc2ccccc2)n1
    -17 | -10 | 0 | -20 | -4 | -153 | -80 | -214
O=C(C(Cc1ccccc1)n1cccc1)N1CCCCC1 (configuration not stated)
    -7 | 6 | -3 | -17 | 22 | 2 | -5 | -14
Cc1cccc(-c2noc(CN(C(=O)c3ccc(Br)o3)C(C)C)n2)c1
    10 | 3 | 5 | -8 | 25 | -14 | -6 | 0
CC(NC(=O)C(=O)NCCN1CCN(C(=O)c2ccc([N+](=O)[O-])cc2)CC1)c1ccccc1 (configuration not stated)
    -3 | 0 | 0 | -7 | 3 | 12 | 3 | 10
COc1ccc(NC(=O)C2(c3ccc(NC(=O)c4ccc(OC(C)=O)cc4)cc3)CCCC2)cc1
    8 | -2 | -11 | -1 | -10 | 9 | -12 | 6
O=C(CN(CCc1ccccc1)C(=O)CNS(=O)(=O)c1ccc(F)cc1)NCc1ccco1
    7 | -1 | -3 | -11 | -3 | -4 | -2 | 8
O=C(C[C@@H]1NS(=O)(=O)OC2CCCCC21)c1ccccc1 (some centres not stated)
    -15 | -5 | -5 | -8 | 5 | -29 | -10 | -49
N#CC1=C2Nc3ccccc3N2C(=O)NC1(c1ccccc1)C(F)(F)F (configuration not stated)
    0 | -13 | 0 | 0 | 6 | -5 | -6 | 4
CN(c1ccc(OCC(=O)OCC(=O)Nc2ccccc2F)cc1)S(=O)(=O)c1cccs1
    -2 | 9 | -8 | 0 | -3 | -6 | 1 | -3
CC(=O)Oc1ccc(N2C(=O)C3C4C=CC(C5CC45)C3C2=O)cc1[N+](=O)[O-] (configuration not stated)
    -3 | -22 | -4 | -10 | -2 | 13 | -4 | 11
CN(C)CCNC=C(C(=O)Nc1ccc(Cl)cc1Cl)C(=O)Nc1ccc(Cl)cc1Cl
    11 | 56* | 0 | -13 | 9 | 14 | -10 | 6

Among those listed so far, these contain a tert-butyl group.
Values in the order: SENP7 inh | UBC13 inh | HKDC1 inhibitor | SENP8 inh | Apaf-1 inh | Jurkat NFkB inh | Gli-Sufu block | 697 NFkB inh
CC(C)(C)c1nc(SCC(=O)Nc2nc3c(s2)CCCC3)c2ccccc2n1
    -9 | -11 | 5 | -8 | 14 | -31 | 20 | i
Cc1ccnc(NS(=O)(=O)c2ccc(C(C)(C)C)cc2)c1
    7 | 3 | · | 1 | 11 | -4 | · | 5
